Compound activity deposited in PubChem by National Center for Advancing Translational Sciences (NCATS).
APE1 inh: qHTS Assay for Inhibitors of the Human Apurinic/apyrimidinic Endonuclease 1 (APE1) | Potency, µM (titrated, usually from 65.8 µM), without a hit: top-dose activity change, negative = inhibition, hits mostly inhibitors | recombinant APE1, TAMRA/BHQ-2 abasic DNA cleavage fluorescence | hit rate 0.35% among 350,000;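 note: plate controls were vehicle for no effect and reference inhibitor for full effect; nearly all actives have a fitted effect of over 55% in size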
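Measures dequenching upon AP-site incision of a 5'-TAMRA/3'-BHQ-2 THF-containing duplex, 50 nM; human APE1 0.75 nM after 15 min room-temperature exposure to compound; kinetic three-point read at one-minute spacing.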
BAZ2B inh: qHTS Assay for Inhibitors of BAZ2B; Potency, µM (top dose mostly 114 µM), without a hit: top-dose activity change, negative = inhibition, usual class: inhibitors; hit rate 4.4% among 360,000; AID 504333, 2011; Bromodomain adjacent to zinc finger domain protein 2B (Homo sapiens), Q9UIF8; AlphaScreen BAZ2B-H3K14Ac peptide displacement; note: % is set by controls: 0 for no effect and ±100 for the full control effect; nearly all actives have a fitted effect of over 60% in size
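Multi-concentration screen (max 110 uM) measuring displacement of acetylated histone H3 peptide from BAZ2B by AlphaScreen, using 50 nM protein, 50 nM peptide and 10 ug/mL streptavidin donor plus Ni-chelate acceptor beads.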
Pol kappa inh: qHTS for Inhibitors of Polymerase Kappa. purified Pol kappa, fluorescent DNA synthesis assay, 10 min. AID 588579, 2011. hit rate 0.53% among 400,000. Potency, µM (titrated, usually from 107 µM), for the others: at the highest dose activity, negative = inhibition, usual class: inhibitors. DNA polymerase kappa (Homo sapiens), Q9UBT6; note: % is set by controls: 0 for no effect and ±100 for the full control effect
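Pol kappa 10 nM + cpd, 15 min RT; start w/ substrate 50 nM final; fluorescence kinetic read, 0 and 10 min. Neg ctrl: buffer, no enzyme.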
G9a block: qHTS Assay for Inhibitors of Histone Lysine Methyltransferase G9a. Histone-lysine N-methyltransferase EHMT2 (Homo sapiens), Q96KQ7. Potency, µM (top dose mostly 102 µM), inactives show at the highest dose activity, negative = inhibition, actives largely listed as inhibitors. hit rate 8.8% among 350,000. G9a H3K9 monomethylation, AlphaScreen, 2 h. AID 504332, 2011; note: % is set by controls: 0 for no effect and ±100 for the full control effect; nearly all actives have a fitted effect of over 75% in size
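G9a (20 nM) was preincubated 15 min with compound, then reacted 2 h at room temperature with 500 nM biotin-H3K9 peptide and 20 µM SAM. Monomethyl-H3K9 detected by AlphaScreen using anti-H3K9me1 antibody.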
Pol beta inh: qHTS Assay for Inhibitors of DNA Polymerase Beta. P06746. Pol beta primer extension/strand displacement, fluorescence kinetic. Potency, µM (series often up to 114 µM), for inactives: top-dose activity change, negative = inhibition, usual class: inhibitors. hit rate 1.3% among 340,000. AID 485314, 2010; note: % is set by controls: 0 for no effect and ±100 for the full control effect
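Pol beta (10 nM) was preincubated with compound for 15 min at room temperature. The reaction was then started with 50 nM substrate and read immediately and after a further 10 min at room temperature.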
Pol iota inh: qHTS for Inhibitors of Polymerase Iota; Potency, µM (doses to about 115 µM), for the others: at the highest dose activity, negative = inhibition, hits mostly inhibitors; AID 588590, 2011; DNA polymerase iota (Homo sapiens), Q9UNA4; hit rate 1% among 390,000; Pol iota fluorescent replication assay, 10 min
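Pol iota at 10 nM preincubated 15 min with compounds at room temperature; reaction started with fluorescent substrate, 50 nM final. Fluorescence read kinetically at 0 and 10 min; buffer-only wells as negative control.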
BLM inh: qHTS Assay for Inhibitors of Bloom's syndrome helicase (BLM); RecQ-like DNA helicase BLM (Homo sapiens), P54132; recombinant BLM DNA unwinding, fluorescence dequenching; Potency, µM (top dose mostly 56.1 µM), inactives show at the highest dose activity change, negative = inhibition, usual class: inhibitors; hit rate 0.2% among 350,000; AID 2528, 2010;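 note: plate controls were vehicle for no effect and no enzyme for full effect; nearly all actives have a fitted effect of over 35% in size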
Target sequence (P54132 whole entry, looked up): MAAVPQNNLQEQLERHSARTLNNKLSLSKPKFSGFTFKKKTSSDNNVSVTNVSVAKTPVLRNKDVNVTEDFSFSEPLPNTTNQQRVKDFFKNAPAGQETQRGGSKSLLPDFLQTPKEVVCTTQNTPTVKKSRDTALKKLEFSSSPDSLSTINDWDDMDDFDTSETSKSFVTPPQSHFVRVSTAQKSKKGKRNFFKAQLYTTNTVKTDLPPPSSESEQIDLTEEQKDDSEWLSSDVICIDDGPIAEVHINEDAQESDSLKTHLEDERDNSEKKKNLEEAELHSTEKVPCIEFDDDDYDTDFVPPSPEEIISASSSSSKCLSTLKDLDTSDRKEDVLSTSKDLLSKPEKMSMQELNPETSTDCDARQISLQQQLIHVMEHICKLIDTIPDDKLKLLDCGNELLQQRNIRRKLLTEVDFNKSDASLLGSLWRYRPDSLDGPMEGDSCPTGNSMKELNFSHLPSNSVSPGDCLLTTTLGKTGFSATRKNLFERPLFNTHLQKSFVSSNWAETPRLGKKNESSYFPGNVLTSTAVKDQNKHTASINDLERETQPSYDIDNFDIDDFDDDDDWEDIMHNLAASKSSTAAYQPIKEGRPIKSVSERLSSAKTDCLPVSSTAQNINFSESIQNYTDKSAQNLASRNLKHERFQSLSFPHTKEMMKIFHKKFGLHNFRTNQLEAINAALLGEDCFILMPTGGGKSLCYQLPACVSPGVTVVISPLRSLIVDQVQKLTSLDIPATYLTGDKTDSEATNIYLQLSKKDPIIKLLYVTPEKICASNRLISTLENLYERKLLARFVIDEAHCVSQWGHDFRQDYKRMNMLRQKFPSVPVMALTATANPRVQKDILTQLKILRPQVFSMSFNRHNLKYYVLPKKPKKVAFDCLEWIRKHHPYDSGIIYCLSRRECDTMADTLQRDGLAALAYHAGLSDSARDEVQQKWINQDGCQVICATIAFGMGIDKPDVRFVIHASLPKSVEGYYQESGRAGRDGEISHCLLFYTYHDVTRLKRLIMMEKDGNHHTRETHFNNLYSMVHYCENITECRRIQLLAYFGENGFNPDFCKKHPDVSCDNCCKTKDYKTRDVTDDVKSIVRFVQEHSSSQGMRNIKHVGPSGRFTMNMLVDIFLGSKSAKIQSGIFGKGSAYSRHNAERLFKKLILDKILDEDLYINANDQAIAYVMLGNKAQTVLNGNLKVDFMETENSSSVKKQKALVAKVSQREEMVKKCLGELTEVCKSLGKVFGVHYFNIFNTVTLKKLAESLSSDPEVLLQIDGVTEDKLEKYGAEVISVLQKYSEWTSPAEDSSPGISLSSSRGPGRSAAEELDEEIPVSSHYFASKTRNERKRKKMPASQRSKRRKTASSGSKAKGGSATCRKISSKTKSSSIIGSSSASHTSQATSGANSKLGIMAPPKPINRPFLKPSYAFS
POLH inh: qHTS for Inhibitors of Polymerase Eta | DNA polymerase eta (Homo sapiens), Q9Y253 | recombinant Pol eta, fluorescent DNA replication assay | Potency, µM (highest dose often 114 µM), inactives show at the highest dose activity change, negative = inhibition, usual class: inhibitors | hit rate 1.2% among 390,000; note: % is set by controls: 0 for no effect and ±100 for the full control effect
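Fluorescent replication assay: 50 nM final substrate added after a 15 min room-temperature compound preincubation with 10 nM enzyme. Signal taken at 0 min and again at 10 min.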
JMJD2A Tudor inh: qHTS Assay for Inhibitors of JMJD2A-Tudor Domain; Lysine-specific demethylase 4A (Homo sapiens), O75164; AlphaScreen JMJD2A-Tudor / H3K4me3 peptide binding; Potency, µM (highest dose often 114 µM), without a hit: at the top dose activity change, negative = inhibition, actives largely listed as inhibitors; hit rate 4.4% among 390,000; AID 504339, 2011; note: % is set by controls: 0 for no effect and ±100 for the full control effect; nearly all actives have a fitted effect of over 50% in size
Active calls of the source: *; ? = inconclusive; / = no result given; & = joins results of further samples; [ ] = dose if it differs, or a comment. Calls come from the whole dose curve; as a rule, active = well fitted curve in the direction sought with a large enough effect; inconclusive = small, poorly fitted or top-dose-only effect, or another doubt; inactive = no such curve, though single readings can be large; an effect the other way counts as inactive or inconclusive. Potency is the fitted concentration of half-maximal effect.

No.	SMILES	APE1 inh	BAZ2B inh	Pol kappa inh	G9a block	Pol beta inh	Pol iota inh	BLM inh	POLH inh	JMJD2A Tudor inh
1	Cc1nc2c(c(C)nn2-c2ccccc2)c(C)c1CCC(=O)Nc1ccc(F)cc1	/	-12.2%	6.9%	13.8%[59 µM]	12.8%	18.4%	-4.0%	-9.4%	-0.3%
2	CCOC(=O)CS(=O)(=O)c1ccc(C(F)(F)F)cn1	-2.3%	1.1%	-3.2%	10.9%[59 µM]	2.4%	7.2%	-3.0%	-9.6%	6.3%
3	COc1cc(OC)cc(C(=O)NC(=S)Nc2nnn(C)n2)c1	-4.0%	?	-12.8%	10µM*	-21.4%	-24.4%[58.9 µM]	-1.5%	-10.6%	?
4	Cc1c(S(=O)(=O)N2CCc3ccccc3C2)c(=O)n(C)c(=O)n1C	-2.3%	10.2%	-20.3%	50.1µM*	-3.4%	31.4%[activator]	-7.7%	-4.0%	0.7%
5	N#Cc1ccccc1NC(=O)CSc1nnc(-c2ccc(F)cc2)n1-c1ccccc1	15.4%	3.5%	-21.6%	-22.0%	19.5%	3.4%	-5.3%	-16.2%	-14.6%
6	Cc1cc(C(=O)NNC(=S)NC(=O)/C=C/c2ccccc2Cl)n[nH]1	2.2%	22.4µM*	-7.0%	28.2µM*	2.7%	28.6%	-10.9%	-6.3%	50.1µM*
7	CCCCC(=O)Nc1ccc2oc(-c3ccncc3)nc2c1	-3.4%	0.0%	-12.2%	10.6%[12.7 µM]	-1.3%	3.6%	1.7%	7.8%	7.0%
8	CCc1ccc(C2NC(=S)NC3=C2C(=O)CC(C)(C)C3)cc1 (configuration not stated)	-5.5%	-4.3%	-9.5%	-25.5%	18.7%	-0.2%	-1.4%	-13.3%	-11.5%
9	CC(C)c1ccc(NC(=O)C(c2ccccc2)N(C)C(=O)CCc2c[nH]c3ccccc23)cc1 (configuration not stated)	/	/	-2.0%	/	/	17.8%	/	-17.8%	?
10	O=C1Cc2ccccc2C(c2ccc(Br)cc2)N1 (configuration not stated)	3.4%	-19.6%	6.9%	0.3%[59 µM]	-28.1%	38.9%[activator]	1.8%	-12.0%	-23.3%
11	O=C(Cc1ccc(NC(=O)N2CCCCc3ccccc32)cc1)NCc1ccccc1	/	5.0%	-8.3%[60.1 µM]	-3.2%[59 µM]	2.0%	9.5%	-0.7%	-3.0%	-16.7%
12	COc1cccc(CN(C)C(=O)c2cc(S(=O)(=O)NCc3ccccc3)ccc2C)c1OC	-7.4%	6.9%	-3.6%	-4.3%	/	24.4%	/	-10.8%	-22.6%
13	CCC(=O)Nc1ccc2c(c1)N(C(C)=O)c1ccccc1CC2	10.9%	-2.8%	-7.9%	-3.4%	?	12.3%	-2.8%	5.5%	-13.8%
14	Cn1ncc2c(NCc3ccccc3)ncnc21	2.9%&-3.5%	7.6%&-28.6%	-6.1%	4.9%[59 µM]	-27.5%&0.6%	-6.9%	1.6%&0.8%	-10.3%	-14.0%
15	CC(C)CCNC(=O)C(=O)Nc1cc2c3c(c1)CC(=O)N3CCC2	-10.4%	1.7%	-5.7%	26.7%	16.3%	28.5%	-1.8%	0.4%	2.9%
16	Cc1cc(C(=O)NCC(=O)O)c(C)o1	15.1%	50.1µM*	-3.9%	-11.3%	14.4%	22.8%	-1.6%	-7.4%	-17.3%
17	Cc1cc(C)c(S(=O)(=O)N2CCCc3ccccc32)c(C)c1	-5.5%	64.7%[activator]	-8.6%	-7.4%	-2.4%	25.9%	-7.2%	-26.0%	102.4%[activator]
18	Nn1cc(-c2ccccc2)nc1SCC(=O)Nc1ccc2c(c1)OCO2	-1.3%	3.7%	-2.9%	70.8µM*	5.9%	6.7%	-2.5%	?	?
19	Cc1ccc(OCCn2c(CNc3ccccc3C)nc3ccccc32)cc1	/	-26.1%	-7.7%	5.6%[59 µM]	-1.8%	-4.0%	-8.5%	-5.6%	-10.9%
20	COCCn1nnnc1C(CC(C)C)N1CCN(c2cccc(OC)c2)CC1 (configuration not stated)	-7.5%	?	-0.3%	-38.9%[12.7 µM]	12.4%	13.7%	-4.9%	-25.1%	-13.5%
21	CCCOc1ccc(C2C(=O)N(C3CCCCC3)CC(=O)N2CCC2=CCCCC2)cc1OC (configuration not stated)	/	-1.2%	-1.7%[60.1 µM]	-2.1%[59 µM]	3.9%	2.5%	-4.9%	-13.0%	-19.0%
22	O=S(=O)(NC1CC1)c1ccc(S(=O)(=O)N2CCCC3(CCCCC3)C2)cc1	4.3%	0.1%	0.7%	7.9%[12.7 µM]	-8.3%	-18.7%	-1.1%	-3.3%	0.6%
23	Cc1cc(C)nc(SCc2ccc(C(=O)NN=C3CCCC3)cc2)n1	-8.1%	-20.5%	-2.1%	-3.7%	-16.7%	-7.0%	-3.2%	12.2%	-14.4%
24	O=C(Nc1ccc(Br)cc1)C1CCN(C(=O)c2ccc(F)cc2)CC1	0.2%	-14.5%	-6.5%	-6.8%[59 µM]	-21.1%	132.2%[activator]	-3.5%	-16.6%	-1.0%
25	CS(=O)(=O)N(CC(=O)NCc1ccc2c(c1)OCO2)C1CCCCC1	-9.7%	-5.7%	-12.8%	2.8%	1.1%	13.7%	-0.6%	-5.0%	-25.0%
26	Cc1ccc(-c2cn3cccnc3n2)cc1NC(=O)Nc1ccc(F)cc1	/	2.7%	4.2%	33.9%[59 µM]	-0.6%	25.4%	-5.7%	-9.9%	-16.4%
27	COc1cccc(NC(=O)CSCc2cc(=O)c3ccc(C)c(C)c3[nH]2)c1	/	7.1%	-3.0%[60.1 µM]	8.2%[59 µM]	38.3%[activator]	69.4%[activator]	2.4%	-4.5%	1.3%
28	COCCn1c(-c2ccc(-c3ccccc3Cl)o2)nc2c1c(=O)[nH]c(=O)n2CC(C)C	-4.4%	0.6%	-2.9%	22.4µM*	2.1%	32.6%[activator]	5.4%	-14.1%	-28.0%
29	COc1ccc(C2=C(Nc3ccc(F)cc3)c3ccccc3C2=O)cc1	15.5%	3.7%	-9.8%	-8.1%[59 µM]	2.5%	7.1%	-11.1%	-11.3%	-20.0%
30	CC(C)[C@@H](NC(=O)C1CCC(CNC(=O)[C@H](Cc2ccccc2)NC(=O)OC(C)(C)C)CC1)C(=O)O (some centres not stated)	49.2%[activator]	-18.5%	1.6%	?	30.3%	19.6%	-3.4%	6.0%	-3.5%
31	CC(C)(C)n1cnnc1Sc1ncccc1[N+](=O)[O-]	-1.4%	-1.4%	1.6%	/	-9.1%	-5.4%	-2.5%	-13.7%	3.0%
32	COc1ccccc1CNC(=O)CCCCn1c(=O)c2ccccc2n(Cc2c(C)cc(C)cc2C)c1=O	/	-0.8%	-2.5%	-26.8%[59 µM]	-11.2%	-4.7%	-1.2%	-0.9%	-8.9%
33	CCOC(=O)[C@@H]1CSCCS(=O)(=O)N1	/	/	1.0%	/	/	9.0%	/	-2.9%	-9.4%
34	COc1ccc2c(c1)[nH]c1c(=O)n(CCN(C)C)cnc12	-5.3%	6.6%	-23.2%	?	3.7%	3.3%	31.7%[activator]	-0.3%	-11.5%
35	COc1cc(/C=N/NC(=O)CCc2n[nH]c(=O)[nH]c2=O)ccc1O	-1.7%	9.2%	-9.8%	?	-27.5%	188.9%[activator]	1.2%	-12.9%	-6.3%
36	CC(=O)Nc1ccc(OCC(=O)N2CCc3ccccc3C2)cc1	21.0%	-3.1%	-23.8%	13.7%	24.4%	21.5%	-3.1%	-10.3%	-4.2%
37	Cc1cc(F)ccc1NC(=O)CN(C)S(=O)(=O)c1ccc(C(=O)N2CCOCC2)s1	/	-8.3%	-5.3%[60.1 µM]	4.6%[12.7 µM]	0.5%	18.0%	-3.3%	-1.3%	-3.6%
38	CCOc1ccccc1-n1c(=S)sc2c(=O)n(-c3ccc(C)cc3)c(=S)[nH]c21	-4.9%	-23.1%	-15.7%	10µM*	-6.5%	4.9%	-1.3%	-5.6%	?
39	O=C(Nc1ccccc1-c1ccccc1)c1ccc(NC(=O)c2ccco2)cc1	-1.0%	-0.7%	-11.1%	29.4%[12.7 µM]	10.6%	0.3%	-5.2%	-12.5%	-31.1%
40	COc1ccc(OC)c(NC(=O)c2cn3c4c(ccc(Cl)c4c2=O)OC(C)C3)c1 (configuration not stated)	/	-2.6%	4.0%	-4.2%[59 µM]	-3.4%	-4.7%	-2.1%	-0.5%	-6.3%
41	O=[N+]([O-])c1cnccc1Nc1ccc(F)cc1	8.9%	6.7%	-5.6%	13.4%[59 µM]	32.6%	-1.5%	-9.0%	-6.9%	4.6%[11.4 µM]
42	CCOc1ccc(OCCC(=O)OCC(=O)Nc2ccc3c(c2)OCO3)cc1	-11.7%	-38.0%	-17.2%	44.7µM*	/	17.8%	/	-1.9%	-35.0%
43	Cc1ccc(NC(=O)Cn2nc(C)c([N+](=O)[O-])c2C)cc1Cl	-3.6%	-14.3%	-4.2%	?	85.7%	153.8%[activator]	-0.2%	-8.6%	-9.8%

Laid out differently: results already given
Results follow in this order: APE1 inh | BAZ2B inh | Pol kappa inh | G9a block | Pol beta inh | Pol iota inh | BLM inh | POLH inh | JMJD2A Tudor inh
#24 O=C(Nc1ccc(Br)cc1)C1CCN(C(=O)c2ccc(F)cc2)CC1
  0.2% | -14.5% | -6.5% | -6.8%[59 µM] | -21.1% | 132.2%[activator] | -3.5% | -16.6% | -1.0%
#25 CS(=O)(=O)N(CC(=O)NCc1ccc2c(c1)OCO2)C1CCCCC1
  -9.7% | -5.7% | -12.8% | 2.8% | 1.1% | 13.7% | -0.6% | -5.0% | -25.0%

These rows are one share of the data. The share of hits here may be higher or lower than overall.
